# hcDAF12 agonist: H. contortus DAF-12 activation, primary screen | 1.4% of 370,000 active | activation, % at 6.8 µM | AID 652067 | HEK293 hcDAF-12 lit1-tk-luc reporter, luminescence; 0% DMSO, 100% Δ7-dafachronic acid;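 active means activation above the mean of all tested compounds plus 3 SD, cut at about 5.5% in these data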;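 further: 100% = response to 3 µM Δ7-dafachronic acid high control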
# DAX1 inh-1: blocks DAX1 repression of SF-1 activated StAR promoter. HEK293T StAR-luciferase reporter, SF-1/DAX-1 repression relief. inhibition, % at 6.8 µM. 1.1% of 370,000 active. AID 652010;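 active means inhibition above the mean over all tested compounds plus 3 SD, cut at about 3.6% in these data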;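 further: 0% = DAX-1 cells with DMSO and 100% = cells lacking DAX-1 with DMSO; higher inhibition means more luminescence from relief of DAX-1 repression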
# Rev-erbA mod: Rev-erb alpha (human) modulation | AID 1259318 | 0.79% of 370,000 active | activity, % at 10 µM | Rev-erbα–FITC-DNA binding, fluorescence polarization, 90 min | P20393;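 active means activity above about 14%, limit read from the data; passing the limit was not always enough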;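 further: 0% = DMSO wells with 35 nM protein and 100% = DMSO wells with 750 nM protein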
# SMARCA2 act: increases SMARCA2 function in MMTV reporter cells; MG213 cells, MMTV-luciferase reporter, dexamethasone, overnight; activation, % at 9.1 µM; 1% of 370,000 active; in the data active means activation above about 7.8%;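 further: 0% = vehicle wells and 100% = reference activator wells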
# hgDAF12 agonist: hgDAF-12 agonism, primary luciferase screen | 1.8% of 370,000 active | AID 687014 | HEK293 GAL4-hgDAF12 UAS-luciferase reporter, agonist luminescence; normalized to butyrate control | activation, % at 6.8 µM;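 active means activation above a cutoff set at the mean of all screened compounds plus 3 SD, cut at about 10% in these data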;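 further: 0% = DMSO wells and 100% = sodium butyrate wells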
# FXN GAA850 act: activators of GAA850 frataxin (FXN) promoter. HEK293 lucGAA850 FXN promoter luciferase reporter, 24 h; percent of 10 µM SAHA response. activation, % at 6 µM. 0.56% of 360,000 active;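 active means activation above the average of all compounds screened plus 3 SD, cutoff fixed separately per campaign, cut at about 7.5% in these data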;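 further: 0% = DMSO wells and 100% = 10 µM SAHA wells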
# DAX1 inh-2: inhibits human nuclear receptor DAX1; P51843; HEK293 Gal4-DAX1 luciferase reporter, luminescence; inhibition, % at 6.75 µM; 0.99% of 340,000 active; AID 504766;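 active means inhibition above the mean over all tested compounds plus 3 SD, cut at about 4.2% in these data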;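 further: 0% = DAX1-transfected cells with DMSO and 100% = empty-vector control cells with DMSO; inhibition shows as a rise in luminescence from relieved DAX1 repression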
# Target sequence (P51843 207-470 limits assumed): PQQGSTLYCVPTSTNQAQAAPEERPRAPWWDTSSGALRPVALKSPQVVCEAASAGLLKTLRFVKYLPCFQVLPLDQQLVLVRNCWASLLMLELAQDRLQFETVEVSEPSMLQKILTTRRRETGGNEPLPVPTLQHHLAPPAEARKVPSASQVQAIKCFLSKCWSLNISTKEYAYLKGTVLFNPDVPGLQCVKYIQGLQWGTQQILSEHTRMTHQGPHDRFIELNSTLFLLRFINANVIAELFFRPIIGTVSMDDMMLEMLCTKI
# ssDAF-12 act: S. stercoralis DAF-12 activation, primary screen; HEK293 ssDAF-12/GRIP1 lit1-tk-luc reporter, luminescence; % of 3 µM dafachronic acid response; activation, % at 6.8 µM; 1% of 370,000 active; AID 652126;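 active means activation above the mean over all tested compounds plus 3 SD, cut at about 0.9% in these data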;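 further: 0% = DMSO-only wells and 100% = 3 µM delta7-dafachronic acid wells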
# PG9 binder: binds the HIV-1 gp120 antibody PG9 | inhibition, % at 6.7 µM | TR-FRET gp120-PG9 antibody binding | 0.43% of 360,000 active; in the data active means inhibition above about 8.5%
# HGIII-sPLA2 inh: Blocks human group III sPLA2 activity; Q9NZ20; QFRET BODIPY PC-A2 liposome hydrolysis, fluorescence; inhibition, % at 12.2 µM; 0.56% of 370,000 active; AID 743126;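 active means inhibition above mean plus 3 SD of compounds lying within the high and low control bounds, cut at about 19% in these data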;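 further: 0% = median of test compound wells and 100% = no enzyme DMSO wells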
# Target sequence (Q9NZ20 whole entry, looked up): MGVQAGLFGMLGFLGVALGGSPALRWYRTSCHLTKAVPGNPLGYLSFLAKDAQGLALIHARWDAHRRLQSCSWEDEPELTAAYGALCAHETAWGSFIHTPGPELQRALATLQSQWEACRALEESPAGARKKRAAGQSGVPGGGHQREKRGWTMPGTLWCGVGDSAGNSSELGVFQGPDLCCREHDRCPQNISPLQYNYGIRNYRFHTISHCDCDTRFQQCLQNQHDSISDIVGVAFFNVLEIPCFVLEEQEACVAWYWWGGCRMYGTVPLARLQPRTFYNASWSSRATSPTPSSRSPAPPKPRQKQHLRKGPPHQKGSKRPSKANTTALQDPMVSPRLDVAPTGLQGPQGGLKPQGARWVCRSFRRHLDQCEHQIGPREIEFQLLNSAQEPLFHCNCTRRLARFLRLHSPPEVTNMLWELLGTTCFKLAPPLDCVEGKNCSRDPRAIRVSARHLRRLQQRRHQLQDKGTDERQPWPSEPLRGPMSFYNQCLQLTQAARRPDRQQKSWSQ
# PLCb3 inh: blocks human PLC-beta3 enzyme activity | Q01970 | Purified PLC-beta3, fluorogenic substrate, fluorescence | inhibition, % at 12.2 µM | 0.18% of 370,000 active; in the data active means inhibition above about 11%;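 further: 0% = median of compound wells on plate and 100% = full blocker control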
# Active calls of the source: *; i = inactive; . = no result given.
canonical_smiles	FXN GAA850 act	hgDAF12 agonist	PLCb3 inh	Rev-erbA mod	HGIII-sPLA2 inh	SMARCA2 act	hcDAF12 agonist	DAX1 inh-1	ssDAF-12 act	PG9 binder	DAX1 inh-2
COc1ccccc1NC(=O)C(C)Sc1nc(-c2ccccc2)cn1N (stereo unspecified)	-2.3	0.8	-12	1	-1	-1	-1.5	-0.5	-0.8	0.7	-0.8
OCC1(CCOc2ccccc2)CCN(Cc2ccc(OC(F)F)cc2)CC1	0.1	-5.6	0	3	-12	-2	-1.9	-1.1	-0.9	-3.4	-3.1
CN(C)S(=O)(=O)c1cc(NC(=O)CN2CCN(c3ccc(O)cc3)CC2)ccc1Cl	1.3	1.9	-8	-2	0	-1	-0.5	-0.5	-1.8	0.3	-1.0
C=CCN(CC=C)C(=O)CN1C(=O)c2ccccc2C1=O	1.9	-1.3	-1	-4	1	-4	0.9	-0.5	-0.2	0.4	0.9
COc1ccc(S(=O)(=O)N2CCN(C(=O)C3CCCCC3)CC2)cc1	0.0	0.5	-5	0	3	1	-0.8	-0.3	-1.5	0.4	1.4
O=c1[nH]c(=O)n2ncnc2[nH]1	1.5	0.1	-6	1	6	-1	-0.9	-0.6	-0.8	1.1	2.2
COCCNc1ccc(-c2nn(C)c(=O)c3ccccc23)cc1[N+](=O)[O-]	0.6	0.0	-9	6	0	-2	-1.2	0.4	-1.2	0.8	-1.4
CSc1ccc(CNCCN2CCOCC2)cc1	0.2	1.6	-3	-3	-1	0	0.9	0.0	-1.2	-0.9	-0.4
Cc1ccc(C2=NN(C(=O)CSc3nnnn3C)C(c3ccco3)C2)cc1 (stereo unspecified)	0.7	1.1	-4	-2	-1	-4	-2.4	-2.0	-1.2	-1.1	-0.1
O=C(N/N=C/c1ccccc1O)C(=O)Nc1ccccn1	0.2	3.8	-4	0	3	0	2.0	0.5	-1.5	-0.3	1.0
Cn1cc(/C=C(\C(=O)O)C(C(=O)O)=C2CCCCC2)c2ccccc21	1.5	0.8	-11	-4	1	2	4.8	-0.5	-0.4	-1.4	-0.3
COc1ccc([N+](=O)[O-])cc1NC(=O)CSCc1ccccc1	4.2	-2.1	5	-5	0	-2	0.9	-0.4	-1.0	-2.8	1.2
CCCNC(=S)N1CCC(NC(=O)C23CC4CC(CC(C4)C2)C3)CC1	-0.7	0.8	2	-1	3	-2	-0.6	-0.5	-1.8	2.0	-2.1
COc1cccc(N2C(=O)C(c3ccccc3)=C(c3nc4ccccc4s3)C2NC(C)=O)c1 (stereo unspecified)	-3.5	-1.2	-9	2	1	0	-0.1	0.3	-1.1	-0.7	-0.3
Cc1ccccc1OCc1csc(N)n1	-0.3	1.9	1	4	7	-6	2.8	0.6	-1.1	-1.1	1.1
COc1ccc(/C=C(\NC(=O)c2ccc(Cl)cc2)C(=O)NCc2cccnc2)cc1OC	0.9	3.4	-3	1	-4	-3	-2.4	1.3	-1.1	-1.8	0.5
COc1cccc(CN2CC(C(=O)NCCN3CCOC3=O)CCC2=O)c1 (stereo unspecified)	-0.6	0.7	-6	3	4	-3	1.1	0.5	-0.2	-2.2	-0.1
Cc1cccc(C)c1NC(=O)CSc1nnc(NC(=O)CN2CCOCC2)s1	1.7	0.0	3	-7	2	1	-1.4	0.0	-0.9	-0.8	-0.1
CC(=N/O)/C(C)=N\NC(=O)c1ccccn1	3.3	13*	7	1	-1	5	2.9	1.5	-0.4	-1.2	3.9
CC(C)NC(=O)c1cccc(NC(=O)CC2SC(N3CCCCC3)=NC2=O)c1 (stereo unspecified)	-0.2	-1.5	-5	0	11	-3	0.7	-0.9	-0.1	2.5	0.9
Cc1ccc(C(=O)COC(=O)CCc2ccc(S(=O)(=O)N3CCCCC3)cc2)cc1	-2.2	2.3	3	-3	-6	-3	4.0	-0.4	-0.9	-0.2	0.5
CCOC(=O)C1(Cc2ccccc2C(F)(F)F)CCN(C2CCCC2)CC1	-0.2	-1.3	-2	-1	-6	4	0.4	-0.4	-1.6	-1.3	0.3
CC[C@@H]1C=C(C(=O)O)[C@H](c2cccc(C)c2)N1S(=O)(=O)c1ccc(C)cc1	0.9	1.2	-1	-4	5	-1	-1.4	-0.8	-1.1	0.7	1.1
COc1ccc(CCNC(=O)C(NS(=O)(=O)c2cccc3nsnc23)C(C)C)cc1OC (stereo unspecified)	-1.4	0.5	-6	-1	-2	-2	-0.4	-0.1	-0.4	-1.8	0.1
CCc1nnc(N/N=C/c2ccc(O)c(OC)c2)n1N	-0.8	-8.7	2	-4	-7	1	-1.0	-1.0	-0.7	-4.6	1.3

# Remaining list, next part
canonical_smiles	FXN GAA850 act	hgDAF12 agonist	PLCb3 inh	Rev-erbA mod	HGIII-sPLA2 inh	SMARCA2 act	hcDAF12 agonist	DAX1 inh-1	ssDAF-12 act	PG9 binder	DAX1 inh-2
CC(C)CC(c1nc2ccccc2[nH]1)n1c(-c2ccccc2Br)nc2ccccc21 (stereo unspecified)	.	0.2	4	1	-7	-2	2.0	-1.5	-0.6	0.1	.
CCOC(=O)C1(C)CCCCN1C(=O)c1ccc(F)c(C)c1 (stereo unspecified)	-1.3	-2.5	3	-5	-2	1	0.9	-1.8	-1.1	-0.2	.
O=C(Nc1ccc(Cl)cn1)Nc1cccs1	2.9	4.5	3	-3	-4	6	2.1	1.1	-0.8	1.6	1.9
O=C(CSc1nc(-c2ccc(F)cc2)cc(C(F)(F)F)n1)NCCN1CCOCC1	1.9	0.1	-2	2	0	-1	0.0	0.2	-1.4	-0.5	1.7
O=C(CSc1nc(C(F)(F)F)cc(=O)[nH]1)Nc1nccs1	1.8	-1.3	-8	-4	-4	1	-0.3	-0.1	-1.2	1.3	0.0
O=C(CCCc1nc(-c2ccccc2)no1)N1CCOCC1	0.8	0.8	0	.	-5	-1	0.4	-0.3	-0.6	1.3	0.8
Cc1ccccc1-c1n[nH]c(=S)n1/N=C/c1ccc(-c2ccccc2Br)o1	-6.7	1.8	4	0	-8	-1	-0.5	-1.1	-0.9	4.2	-2.3
CCCOc1ccc2c(C)c(CC(=O)OC)c(=O)oc2c1	2.4	7.7	-145	-6	-2	4	0.4	-0.3	-0.5	-0.8	-0.6
CN1c2ccccc2C(C)(C)C12CCCC(=O)N2 (stereo unspecified)	-0.5	0.6	-25	8	3	1	-0.9	0.7	-0.7	-1.4	-1.2
COc1ccc(C(C(=O)NC2CCCCC2)N(Cc2ccco2)C(=O)CNC(=O)c2ccco2)cc1 (stereo unspecified)	3.6	-1.6	-1	-1	8	-3	-1.6	-0.1	-1.4	0.0	-0.3
COC(=O)c1nn(-c2ccccc2)c(Sc2ccc(Br)cc2)c1/C=N/O	-0.2	-0.4	2	0	0	-2	-0.9	-0.9	-1.6	-0.3	0.8
CC1(C)CCC(=O)N2CC[C@H]3C[C@H](OC(=O)Nc4ccccc4)C[C@@H]1[C@H]32	2.8	8.7	1	-5	-5	3	1.2	1.3	-0.9	0.0	0.6
O=C1COc2ccc(C(=O)c3ccccc3C(=O)NCc3ccccc3)cc2N1	0.0	-0.2	1	2	-16	0	-0.6	-0.2	-0.9	-1.6	0.3
CC(C)c1nn(-c2cc(C(F)(F)F)ccn2)c(=O)o1	0.5	4.1	-3	2	1	0	0.1	-0.1	-1.3	0.3	-0.5
CCOc1ccc(C(=O)NC(C(=O)NCc2ccccc2OC)C(C)C)cc1 (stereo unspecified)	-1.2	-2.2	-9	5	1	-4	0.4	-0.4	-0.6	2.8	-0.2
C[C@H](CO)N1C[C@H](C)[C@@H](CN(C)S(C)(=O)=O)OCc2cnnn2CCCC1=O	-0.1	0.2	3	-7	-2	0	0.7	1.7	-1.0	-1.8	0.2
CCOc1ccc(/C=C2\NC(=S)NC2=O)cc1	4.0	-2.2	-6	1	24*	-2	-2.2	-0.3	-1.2	-2.2	3.5
CCN1N=C(c2cc(Cl)sc2Cl)CSC1=O	2.2	-1.3	5	12	5	4	-0.8	0.1	-1.3	-3.0	0.2
O=C(N/N=C/c1ccccc1OC(=O)c1ccc2c(c1)OCO2)c1cccc(F)c1	1.4	4.7	-2	-5	3	5	-1.2	0.1	-1.2	-1.2	2.0
C=CCNC(=O)c1ccc(C2SCC(=O)N2Cc2ccccc2)cc1 (stereo unspecified)	0.5	0.7	-15	.	11	-4	-2.0	0.3	-1.4	-1.2	0.0
COc1cc2c(cc1OC)C(c1ccc([N+](=O)[O-])cc1)NCC2 (stereo unspecified)	2.9	-2.9	-14	-4	20*	1	-1.0	-1.0	-1.3	-1.0	-0.3
O=C(C[C@H]1C[C@H](C(=O)N2CCOCC2)[C@@]2(CCC3CCCC3)c3[nH]c4cc(-c5ccco5)ccc4c3CCN2C1=O)NCCc1ccccn1	1.2	-3.0	i	-6	-16	2	-1.8	4.6*	-1.3	0.3	-1.1
N=C1/C(=C/c2cccn2Cc2ccc(Cl)cc2)C(=O)N=C2SC=CN12	1.9	-0.3	1	1	2	-1	1.3	0.2	-1.3	0.7	-0.8
COc1ccc(S(=O)(=O)Nc2cccc3c2O[C@H](CN(C)Cc2ccncc2)[C@@H](C)CN([C@H](C)CO)C3=O)cc1	0.8	2.6	-1	-2	3	1	0.3	0.2	-1.2	-1.6	0.5
CCC[N+](C)(C)C(C)C(OC(C)=O)c1ccccc1 (stereo unspecified)	1.8	0.1	3	-2	0	-4	-0.2	0.6	-1.9	-1.0	-1.1

# The list continues.
canonical_smiles	FXN GAA850 act	hgDAF12 agonist	PLCb3 inh	Rev-erbA mod	HGIII-sPLA2 inh	SMARCA2 act	hcDAF12 agonist	DAX1 inh-1	ssDAF-12 act	PG9 binder	DAX1 inh-2
CCOC(=O)CC(=O)CSc1nc(-c2ccccc2)cc(-c2ccccc2)c1C#N	2.1	0.1	-137	18	-20	2	-0.5	-0.3	-1.4	-1.8	-1.2
O=C(CCC1CCCCC1)NNC(=O)NC12CC3CC(CC(C3)C1)C2	-0.3	6.7	1	3	-17	1	-1.1	-0.9	-1.3	-1.6	1.2
COc1ccccc1N(CC(=O)NCCSCc1ccc(C)cc1)S(=O)(=O)c1ccccc1	3.1	-1.8	-9	1	-10	-2	-4.0	-3.3	-1.5	0.3	-1.1
c1ccc(Cn2nnc3c(N4CCC5(CC4)OCCO5)ncnc32)cc1	1.1	2.3	8	-8	-3	-3	-1.5	0.1	-1.1	-1.0	0.0
O=C(CSc1cccc(C(F)(F)F)c1)Nc1ccc(N2CCOCC2)cc1	-2.1	0.6	-7	3	6	0	0.0	-1.6	-1.0	-1.4	-1.1
Cn1nccc1NC(=O)c1nccnc1C(=O)O	0.8	-1.9	-7	1	-2	2	-2.2	0.1	-1.2	0.5	1.6
Cc1nc2ccc(NC(=O)Cc3cccc(F)c3)cc2s1	-1.3	0.3	-4	0	-2	2	0.4	1.3	-1.3	0.7	0.0
CCN(CC)CCSc1nnc2c3ccccc3n(CCc3ccccc3)c2n1	0.9	-0.7	-13	-3	1	1	-3.0	-0.2	-1.5	-0.2	1.5

# Compound activity (PubChem)
